# KCNK9 block: inhibitors of human KCNK9 two-pore domain potassium channel; Q9NPC2; HEK293 KCNK9, FluxOR thallium flux fluorescence; active compounds read low; B-score at 10 µM; 1.2% of 310,000 active;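 active = ratio B-score over 3 SD below the library mean, with starting fluorescence within 5 SD of its mean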;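 also: negative B-score means less thallium flux so channel inhibition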
# HDAC3 inh: blocks human histone deacetylase 3. recombinant HDAC3, fluorogenic peptide/trypsin coupled, fluorescence. inhibition, % at 8.3 µM. AID 2718. O15379. 0.15% of 320,000 active; in the data active = inhibition above about 26%, passing the limit was not always enough; inconclusive = no clear call, values can overlap the other calls
# KCNQ1 act: potentiates or activates the human KCNQ1 potassium channel. P51787. CHO-K1 KCNQ1, thallium flux FluxOR fluorescence; active compounds read high. B-score at 10 µM. 0.35% of 310,000 active;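 active = fluorescence ratio B-score, a plate-corrected score, at least three library SD, with initial intensity B-score within 5 SD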
# Target sequence (P51787 whole entry, looked up): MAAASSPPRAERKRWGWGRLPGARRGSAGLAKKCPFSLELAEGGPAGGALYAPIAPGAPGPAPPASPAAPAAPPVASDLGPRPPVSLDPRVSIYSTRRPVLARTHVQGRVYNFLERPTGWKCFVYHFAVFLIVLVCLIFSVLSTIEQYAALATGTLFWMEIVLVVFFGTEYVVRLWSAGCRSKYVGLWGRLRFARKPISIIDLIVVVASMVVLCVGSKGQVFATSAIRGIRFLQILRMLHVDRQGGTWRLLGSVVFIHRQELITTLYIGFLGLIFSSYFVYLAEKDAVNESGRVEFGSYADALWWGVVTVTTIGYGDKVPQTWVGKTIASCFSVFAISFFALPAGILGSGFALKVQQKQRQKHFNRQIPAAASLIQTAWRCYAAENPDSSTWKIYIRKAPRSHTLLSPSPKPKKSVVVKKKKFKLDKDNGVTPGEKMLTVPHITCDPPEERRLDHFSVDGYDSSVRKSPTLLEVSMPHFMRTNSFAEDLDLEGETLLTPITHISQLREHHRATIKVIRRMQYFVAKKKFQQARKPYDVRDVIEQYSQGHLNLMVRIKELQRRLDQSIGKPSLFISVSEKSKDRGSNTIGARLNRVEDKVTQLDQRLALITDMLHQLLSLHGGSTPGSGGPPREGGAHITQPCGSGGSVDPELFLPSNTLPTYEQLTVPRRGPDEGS
#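 System: CHO-K1 cells stably expressing KCNQ1 / Medium: assay buffer for compound exposure, DMSO matched across wells / Reagent: thallium- and potassium-containing depolarizing buffer / Compound: one concentration, matched DMSO / Incubation: 20 min compound pretreatment at room temperature / Measured by: kinetic FluxOR fluorescence, 10 s baseline plus 110 s post-stimulus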
# RGS4 act: potentiators or activators of RGS4; 0.92% of 310,000 active; B-score at 10 µM; HEK293 M3R/inducible RGS4, carbachol calcium flux Fluo4; active compounds read low;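 active = B-score of the integrated calcium signal more than 4 SD below the library mean, with starting fluorescence not abnormally high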;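 also: negative B-score means reduced calcium response which marks RGS4 activation or potentiation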
#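 Assay system: Inducible-RGS4 HEK293 cells carrying M3 receptor | Schedule: Compound preincubation 20 min at room temperature before agonist | Signal: Kinetic calcium fluorescence imaging with Fluo4-AM dye, 2 µM | Read-out basis: B score from integrated fluorescence ratio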
# KCNQ1 block: human KCNQ1 channel inhibition | P51787 | CHO-K1 KCNQ1, FluxOR thallium flux fluorescence; active compounds read high | B-score at 10 µM | 1.3% of 310,000 active | AID 2642;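 active = compounds whose thallium flux B-score, printed positive for inhibition, exceeds three library SD while starting fluorescence stays within three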;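 also: channel opened by potassium depolarization with thallium stimulus after 20 min compound exposure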
# KCNK3 block: human KCNK3 channel inhibition, primary screen; CHO-KCNK3 thallium flux, FluxOR fluorescence; active compounds read low; B-score at 10 µM; 0.84% of 340,000 active; AID 602410;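 active = B-score under library mean minus 4 SD, starting fluorescence ratio at most library mean plus 5 SD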;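 also: more negative B-score means stronger inhibition of thallium flux through KCNK3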
# Target sequence (O14649 whole entry, looked up): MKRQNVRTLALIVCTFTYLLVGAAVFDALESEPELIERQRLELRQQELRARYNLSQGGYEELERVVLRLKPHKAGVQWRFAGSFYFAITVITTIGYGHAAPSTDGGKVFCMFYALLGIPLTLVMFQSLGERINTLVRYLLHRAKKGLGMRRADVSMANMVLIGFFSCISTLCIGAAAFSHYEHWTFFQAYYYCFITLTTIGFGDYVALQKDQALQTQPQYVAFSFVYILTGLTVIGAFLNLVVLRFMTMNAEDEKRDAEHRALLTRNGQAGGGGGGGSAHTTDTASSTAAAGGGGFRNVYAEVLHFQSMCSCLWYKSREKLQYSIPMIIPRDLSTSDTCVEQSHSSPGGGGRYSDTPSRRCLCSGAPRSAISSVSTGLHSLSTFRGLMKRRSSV
# DYRK1A inh: blocks rat Dyrk1A kinase activity | 0.43% of 310,000 active | inhibition, % at 12.5 µM | Q63470 | AID 504441 | ADP-Glo luminescence, NFATc1 peptide; in the data active = inhibition above about 50%;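 also: plate controls were vehicle with enzyme for no effect and no enzyme for full effect; many of its hits are not listed in these tables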
# PolyA inhibitor: inhibitors of polyadenylation in S. cerevisiae. S. cerevisiae SKY197-pL101 polyadenylation reporter, beta-gal luminescence; efflux-impaired pdr1/pdr3 knockout yeast; score 100 = 6 SD above DMSO. calls only at 12 µM. 0.02% of 300,000 active. AID 1875;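 active = lowest replicate activity score at least 50, where 100 means six control SD above control mean; inconclusive = lowest score under 50 but half or more replicates reach 50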;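 also: yeast exposed to compound for 9 h at 30 °C; higher score means more reporter readthrough which indicates perturbed polyadenylation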
# GSK3 alpha inh: blocks human GSK-3 alpha kinase | inhibition, % at 10 µM | ADP-Glo luminescence, 60 min | 0.1% of 320,000 active | P49840;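 in the data active = inhibition above about 50%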;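 also: GST-tagged GSK-3 alpha with peptide substrate and 25 µM ATP; 0% = DMSO neutral wells and 100% = GW8510 positive control wells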
# GSK3B inh: human GSK3beta kinase inhibition; P49841; GST-GSK3beta kinase, ADP-Glo luminescence, 60 min; active compounds read low; activity score (negative = inhibition), % at 10 µM; 0.038% of 300,000 active; AID 2097;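 active = more than half of replicate wells score below -50%, meaning over 50% inhibition versus plate controls; inconclusive = some replicates but at most half score below -50%; inactive = no replicate scores below -50%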;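 also: 0% = median DMSO wells and -100% = median GW8510 positive control wells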
#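 Test system – GST-tagged human GSK3beta kinase, cell-free · Incubation – 60 min enzyme reaction, room temperature · Signal – ADP-Glo luminescence · Also added – peptide substrate and ATP at 25 µM · Controls – DMSO neutral wells and GW8510 at 20 µM as positive · Buffer or medium – Tris/MgCl2 kinase buffer · Measure – Luminescence-derived activity versus plate DMSO and GW8510 wells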
# hERG rescue: compounds protecting human hERG from proarrhythmic drug block; CHO-hERG, FluxOR thallium flux, dofetilide IC70 present; activation (rescue from dofetilide block), less the hit threshold, % at 10 µM; 0.51% of 310,000 active; AID 1511;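 active = activation above the mean of controls blocked by dofetilide plus 5 SD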;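 also: thallium influx through hERG after potassium depolarization seen as dye fluorescence rise; in these data hits start at about 4.7%; inactives centre near -7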
# An asterisk follows results filed as active; i = inactive; ? = inconclusive; · = not tested or not shown. Some of the compounds tested; rates above refer to the full screens.
1: CCc1nn(CC(=O)N2CCC(C(N)=O)CC2)c(=O)c2cc3occc3n12
2: CCN(CC)CCn1c(=N)n(CC(O)COc2ccccc2)c2ccccc21 (centres undefined)
3: CC(C)N1CC(C(=O)O)CC1=O (centres undefined)
4: COc1ccc(N2CCOCC2)c(NC(=O)c2cccnc2)c1
5: Cc1nn(C)cc1CNC(=O)C1C2CCC(C2)C1C(=O)O (centres undefined)
6: COc1ccccc1NC(=O)Oc1ccc(C(C)=O)cc1
assay / entry	1	2	3	4	5	6
KCNK9 block	i	i	i	i	i	i
HDAC3 inh	0	-14	6	0	9	?
KCNQ1 act	i	i	i	i	i	i
RGS4 act	i	i	i	i	i	i
KCNQ1 block	i	i	i	i	i	i
KCNK3 block	i	i	i	i	·	i
DYRK1A inh	-5	-1	10	-3	·	7
PolyA inhibitor	i	·	i	i	i	i
GSK3 alpha inh	1	2	0	4	-2	-4
GSK3B inh	-3	-1	-3	-17	-1	0
hERG rescue	-5	-8	0	-6	-7	-8

7: CCCC[C@@H]1CNCCN1CCCc1cc(OC)c(OC)c(OC)c1
8: CC1CN(c2ccccc2)CCN1Cc1nc(Cc2ccccc2)no1 (centres undefined)
9: Cc1ccccc1OCC(=O)N/N=C/c1ccco1
10: Cc1csc2nc(CNS(=O)(=O)c3ccc4c(c3)CCCC4)cn12
11: Cc1ccc(C)n1-c1ncn[nH]1
12: CCOC(=O)CNC(=O)C1Cc2ccccc2CN1S(=O)(=O)c1cccs1 (centres undefined)
assay / entry	7	8	9	10	11	12
KCNK9 block	i	i	i	i	i	i
HDAC3 inh	-3	8	-1	·	2	?
KCNQ1 act	i	i	i	i	i	i
RGS4 act	i	i	i	i	i	i
KCNQ1 block	i	i	i	i	i	i
KCNK3 block	i	i	i	i	i	i
DYRK1A inh	1	1	20	0	2	5
PolyA inhibitor	i	i	i	i	i	i
GSK3 alpha inh	-1	0	·	0	-9	-2
GSK3B inh	3	1	0	0	1	3
hERG rescue	-7	-11	-10	-4	-11	-8

13: O=C(O)CCN1C(=O)c2ccc(NC(=O)Cc3ccc(Cl)cc3)cc2C1=O
14: CC(CN(C)Cc1nc(Cc2cccc(C(F)(F)F)c2)no1)CN1CCCC1 (centres undefined)
15: COc1ccccc1NC(=O)Cc1nnc(SCC(=O)NC2CCCCC2C)n1C (centres undefined)
16: Cc1cc(C)n(CC(=O)NCc2ccccc2)c(=O)c1C#N
17: CCN1CCc2c(sc(NC(=O)C3CCCCC3)c2C(=O)OC)C1
18: Cc1ccccc1C(=O)Nc1ccc2c(c1)OCCO2
assay / entry	13	14	15	16	17	18
KCNK9 block	i	i	i	i	i	i
HDAC3 inh	-10	13	1	0	1	4
KCNQ1 act	i	i	i	i	i	i
RGS4 act	i	i	i	i	i	i
KCNQ1 block	i	i	i	i	i	i
KCNK3 block	i	i	i	i	i	i
DYRK1A inh	-1	-4	6	·	7	14
PolyA inhibitor	i	i	i	i	i	i
GSK3 alpha inh	2	0	-1	-1	0	3
GSK3B inh	2	0	-3	-4	0	-4
hERG rescue	-6	-11	-4	-2	-11	0

# Of the compounds above, these have four or more nitrogen atoms.
1: CCc1nn(CC(=O)N2CCC(C(N)=O)CC2)c(=O)c2cc3occc3n12
2: CCN(CC)CCn1c(=N)n(CC(O)COc2ccccc2)c2ccccc21 (centres undefined)
8: CC1CN(c2ccccc2)CCN1Cc1nc(Cc2ccccc2)no1 (centres undefined)
11: Cc1ccc(C)n1-c1ncn[nH]1
14: CC(CN(C)Cc1nc(Cc2cccc(C(F)(F)F)c2)no1)CN1CCCC1 (centres undefined)
15: COc1ccccc1NC(=O)Cc1nnc(SCC(=O)NC2CCCCC2C)n1C (centres undefined)
assay / entry	1	2	8	11	14	15
KCNK9 block	i	i	i	i	i	i
HDAC3 inh	0	-14	8	2	13	1
KCNQ1 act	i	i	i	i	i	i
RGS4 act	i	i	i	i	i	i
KCNQ1 block	i	i	i	i	i	i
KCNK3 block	i	i	i	i	i	i
DYRK1A inh	-5	-1	1	2	-4	6
PolyA inhibitor	i	·	i	i	i	i
GSK3 alpha inh	1	2	0	-9	0	-1
GSK3B inh	-3	-1	1	1	0	-3
hERG rescue	-5	-8	-11	-11	-11	-4

# Other compounds follow:
19: COc1ccc2cc(CN(C(=O)Nc3ccccc3OC)C3CCCC3)c(=O)[nH]c2c1
20: CCCCn1nnc(NC(=O)Cc2ccc(Cl)cc2)n1
21: Cc1ccc(C2/C(=C(/O)c3cnn(-c4ccccc4)c3C)C(=O)C(=O)N2CCCN2CCOCC2)o1 (centres undefined)
22: Cn1c(CCNC(=O)c2ccccc2F)nnc1SCc1nc2ccccc2c(=O)[nH]1
23: O=C1NCCCN1Cc1ccc(Cl)cc1
24: COc1ccccc1CC(=O)Nc1cccc(C)n1
assay / entry	19	20	21	22	23	24
KCNK9 block	i	i	i	i	i	i
HDAC3 inh	7	-3	1	6	8	-1
KCNQ1 act	i	i	i	i	i	i
RGS4 act	i	i	i	i	i	i
KCNQ1 block	i	i	i	i	i	i
KCNK3 block	i	i	·	i	i	i
DYRK1A inh	-5	17	·	·	-3	·
PolyA inhibitor	i	i	i	i	i	i
GSK3 alpha inh	-4	-2	-1	0	-4	-1
GSK3B inh	0	-4	3	1	-8	3
hERG rescue	-2	6.0*	-8	-3	-4	-7

25: CC1CC(C)CN(CCCNC(=O)CCNC(=O)Cn2cnc3ccccc3c2=O)C1 (centres undefined)
26: CCn1c(N2CCN(S(=O)(=O)c3ccc(OC)cc3)CC2)nc2ccccc21
27: CC(C)C(=O)Nc1ccc(NC(=O)CCc2ccccc2)cn1
28: CCCCOc1ccc(S(N)(=O)=O)cc1
29: CCOC(=O)c1cc(-c2csc(COc3ccccc3Cl)n2)on1
30: CCN(CC)S(=O)(=O)c1ccc(C(=O)Nc2ccc3c(c2)OCCO3)cc1
assay / entry	25	26	27	28	29	30
KCNK9 block	i	i	i	i	i	i
HDAC3 inh	-4	-8	4	4	-5	-3
KCNQ1 act	i	i	i	i	i	i
RGS4 act	i	i	i	i	i	i
KCNQ1 block	i	i	i	i	i	i
KCNK3 block	i	i	i	i	i	i
DYRK1A inh	-4	1	·	9	·	-4
PolyA inhibitor	i	i	i	i	i	i
GSK3 alpha inh	-1	-4	-7	-2	0	-2
GSK3B inh	-3	3	3	-5	0	2
hERG rescue	-4	-5	9.1*	-7	0	-10

31: O=C(c1ccco1)N1CCN(Cc2cc(=O)c(OCc3cccc(F)c3)co2)CC1
32: O=C(NCC1CCCO1)c1ccc(Br)o1 (centres undefined)
33: O=C(Nc1ccc(NC(=O)c2cccs2)cc1)c1ccc2c(c1)OCCO2
34: CC1=CC(C)(C)Nc2ccc(OC(=O)CN3C(=O)CCC3=O)cc21
35: Cc1ccc(NC(=O)c2cc(-c3ccc(C)c(C)c3O)n[nH]2)cc1C
36: N#CCC(=O)N/N=C\c1cccc(OC/C=C/c2ccccc2)c1
assay / entry	31	32	33	34	35	36
KCNK9 block	i	i	i	i	i	i
HDAC3 inh	-5	-2	·	1	-6	·
KCNQ1 act	i	i	i	i	i	i
RGS4 act	i	i	i	i	i	i
KCNQ1 block	i	i	i	i	i	i
KCNK3 block	i	i	i	i	i	i
DYRK1A inh	-10	-7	10	-1	-3	-4
PolyA inhibitor	i	i	i	i	i	i
GSK3 alpha inh	1	-1	0	0	-2	2
GSK3B inh	-2	3	-1	-3	0	-3
hERG rescue	-11	-10	-7	-13	-6	-8

37: Cc1ccc(C(=O)NCCC(=O)Nc2ccccc2C)cc1
38: NS(=O)(=O)c1ccc(NC(=S)N2CCN(S(=O)(=O)c3ccc(F)cc3)CC2)cc1
39: CC(C)NC(=O)COC(=O)/C=C/c1ccc(F)cc1
40: Cc1ccc([N+](=O)[O-])cc1/C=N/Nc1nnnn1-c1ccccc1
41: CC(=O)Nc1nc(N2C(=O)c3ccccc3C2=O)n(-c2ccccc2)n1
42: Cc1cc(C)n(C2CC(=O)N(c3ccc(C)c(Cl)c3)C2=O)n1 (centres undefined)
assay / entry	37	38	39	40	41	42
KCNK9 block	i	i	i	i	i	i
HDAC3 inh	3	4	-10	2	3	-2
KCNQ1 act	i	i	i	i	i	i
RGS4 act	i	i	i	i	i	i
KCNQ1 block	i	i	i	i	i	i
KCNK3 block	i	·	i	i	i	i
DYRK1A inh	5	·	-4	-4	8	5
PolyA inhibitor	i	i	i	i	i	i
GSK3 alpha inh	-1	0	-2	-4	-2	1
GSK3B inh	-1	3	-1	0	-1	-1
hERG rescue	-7	-7	-7	-8	-12	0

43: CCOc1ccc(NC(=O)Nc2cccn(Cc3ccccc3)c2=O)cc1
44: C(=N\Nc1nc2ccccc2[nH]1)/c1ccc2c(c1)OCCO2
45: COCc1nnc(NC(C)=O)s1
46: C[C@H](NC(=O)c1nc[nH]c1C(=O)NC1CCNCC1)C(=O)OC(C)(C)C
47: Cc1ccc(-n2c(=O)c3sccc3n(Cc3cc(=O)n4ccccc4n3)c2=O)cc1
48: O=C(O)c1ccc(/C=N/NC(=O)c2ccc(Br)cc2)cc1
assay / entry	43	44	45	46	47	48
KCNK9 block	i	i	i	i	i	i
HDAC3 inh	1	6	-2	-5	-10	9
KCNQ1 act	i	i	i	i	i	i
RGS4 act	i	i	i	i	i	i
KCNQ1 block	i	i	i	i	i	i
KCNK3 block	i	i	i	i	i	i
DYRK1A inh	-3	27	3	-3	-22	8
PolyA inhibitor	i	i	i	i	i	i
GSK3 alpha inh	11	-2	0	21	0	3
GSK3B inh	-4	4	0	3	1	1
hERG rescue	-15	-11	-3	-2	-7	-6

49: O=C(Nc1ccccc1F)c1ccncc1
50: Cc1sc2nc(SCC(=O)NCCO)n(-c3ccccc3)c(=O)c2c1C
51: Cn1nnnc1SCC(=O)Nc1ccccc1Br
52: C=CCn1c(SCC(=O)c2cc(C)n(C(C)COC)c2C)nc2sc(C)c(C)c2c1=O (centres undefined)
53: CC(C)C1=NN2C(=N)CC(=O)N=C2S1
assay / entry	49	50	51	52	53
KCNK9 block	i	i	i	i	i
HDAC3 inh	0	-2	-2	9	-3
KCNQ1 act	i	i	i	i	i
RGS4 act	i	i	i	-7.5*	i
KCNQ1 block	i	i	i	i	i
KCNK3 block	i	i	i	i	i
DYRK1A inh	9	-3	-2	14	-7
PolyA inhibitor	i	i	i	i	i
GSK3 alpha inh	0	2	-1	-1	-5
GSK3B inh	0	-2	0	-1	1
hERG rescue	-9	-14	1	-34	1

# Source: PubChem (several laboratories)
